High-throughput results (PubChem BioAssay)
human PMI inhibition: inhibitors of human PMI, primary screen, biochemical, fluorescence intensity, coupled assay (AID 1209). actives 0.42% (n = 190,000). purified PMI enzyme, coupled fluorescence intensity; higher % means a stronger effect. inhibition, % at 20 µM, or IC50 in µM where a hit was titrated; in the data active means inhibition above about 50%;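 further: plate controls were DMSO vehicle for no effect and wells lacking substrate for full effect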
Hep lipid drop: modulators of hepatic lipid droplet formation. AML12 mouse hepatocytes, oleate lipid droplets, BODIPY imaging. inhibition, % at 6.5 µM. actives 0.4% (n = 240,000). AID 1656;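 active means lipid droplet intensity inhibited by at least 50%, with more than 500 cells counted; inconclusive means wells with under 300 cells, treated as cytotoxic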
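Material – AML12 mouse liver cells · Also added – oleate loading, 100 µM · Compound dosing – 6.5 µM single-point dosing · Times – overnight treatment with compound plus oleate · Measured by – fluorescence imaging, 20x objective, two fields per well · Read-out – percent inhibition of filter-corrected integrated lipid droplet intensity per well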
Myeloid diff 2: promotes myeloid progenitor differentiation; ER-HoxA9 myeloid progenitors, lysozyme-GFP differentiation, flow cytometry; AID 624256; actives 1% (n = 360,000); calls only at 10 µM;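 active means normalized GFP-positive differentiation at or above the plate's own cutoff, the solvent-only control mean plus 3 SD; inconclusive means no clear call, values can overlap the other calls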;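 further: cells exposed to compound for four days before flow analysis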
Ins promoter up: MIN6 insulin promoter up-regulation; MIN6 insulin promoter-GFP reporter, high-content imaging; hits give high values; z-score at 5 µM; actives 0.3% (n = 190,000); AID 1625;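 active means z-score above 3 at 5 µM with at least 500 cells counted in the well; inconclusive means wells under 500 cells, flagged as cytotoxic or low count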
T cell modulator: T cell immune modulation candidate; calls only at 7 µM; actives 0.068% (n = 330,000); 2C CD8+ T cell-vesicle binding, flow cytometry; hits give low values;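 active means response, share of CD8 T cells binding vesicles, and their 90th percentile fluorescence all below set limits, cut at about 80% in these data, passing the limit was not always enough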
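material = purified 2C TCR transgenic mouse naive CD8+ T cells | controls = Unloaded micro-vesicles (low), QL9 vesicles with 0.7% DMSO (high) | detection = cytometric PE anti-B7-1 and Alexa647 anti-CD8 signals after 1% paraformaldehyde fixation | incubation = binding step 1.5 h, 37 °C, antibody labelling 20 min, ice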
Dynein transport: blocks dynein driven cargo transport along microtubules | z-score, hits read low | actives 0.47% (n = 220,000) | 3617.4 mouse cells, GR-EGFP nuclear translocation imaging; test concentration mostly 20 µM; stimulated with dexamethasone, 1 µM; hits give low values;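 active means plate z-score of nuclear minus cytoplasmic receptor signal below a set negative limit, without overly bright fluorescence or cell loss, cut at about -3.5 in these data, passing the limit was not always enough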;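 further: z-score of nuclear minus cytoplasmic ring GR-EGFP intensity difference per well; some compounds called inactive have numbers as strong as hits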
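Buffer or medium: tet-free medium with charcoal-stripped serum / Also added: dexamethasone agonist, 1.0 µM final, for 30 min / Timing: induction 48 h, compound 1 h, agonist 30 min / Measured by: high-content fluorescence imaging after fixation / Read-out: nuclear-to-cytoplasmic GR-EGFP distribution per well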
bCat nuc transl: modulators of beta-catenin nuclear translocation | HeLa beta-catenin nuclear translocation, immunofluorescence imaging | AID 1665 | actives 0.3% (n = 190,000) | nuclear translocation activity, % at 5 µM;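 active means nuclear translocation activity above 50% at 5 µM, with a well cell count of 50 or more; inconclusive means wells under 50 cells across six images, flagged as toxic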;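 further: per-cell ratio of nuclear to cytoplasmic median beta-catenin stain intensity; plate controls were DMSO negative control for no effect and GSK-3 inhibitor IX positive control for full effect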
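System: Human HeLa cells, endogenous beta-catenin | Compound dosing: 5 µM primary, 0.02–20 µM confirmation | Timing: 24 h compound exposure at 37°C, 5% CO2 | Measured by: Fluorescence imaging of beta-catenin antibody stain plus DAPI | Read-out basis: % activation of per-cell nuclear versus cytoplasmic median beta-catenin signal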
TNAP activators: stimulation of alkaline phosphatase TNAP activity – biochemical, luminescent, no phosphate acceptor, uHTS, primary screen (AID 1001). purified TNAP, luminescent activation assay, no phosphate acceptor; higher activation fold means a stronger effect. actives 0.03% (n = 200,000). activation fold at 20 µM; hits with a dose series show EC50 in µM; in the data active means activation fold from about 3, or a potency from the dose series; inactive means the rest, 99 in 100 with activation fold below about 1.6; further: many of its hits are not listed in these tables
MT stabilizer: stabilizes microtubules in HeLa cells; HeLa tubulin immunostaining HCS, 24 h; share of cells brighter than vehicle mean+2SD; % tubulin-high responders, % at 10 µM; actives 0.83% (n = 200,000);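 active means plate Z-score above 3 for both tubulin-high and condensed-nucleus cell shares, with cell loss under 80%, at 10 µM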;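 further: anti alpha tubulin signal scored within the nucleus-defined area of each cell; some results filed as inactive read as strong as hits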
Dynein transport cytoplasmic EGFP: second read-out of Dynein transport, no call of its own (marks repeat the call); z-score; measured here: cytoplasmic GR-EGFP intensity; hits give high values
Dynein transport nuclear GR-EGFP: also measured in Dynein transport; calls as there; z-score; measured here: nuclear GR-EGFP intensity;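 lower value marks the stronger effect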
Dynein transport cell count: recorded beside Dynein transport, whose call it bears; z-score; measured here: cell count per field
Ins promoter up cell count: second read-out of Ins promoter up, no call of its own (marks repeat the call); cell count; measured here: cytotoxicity, nuclei count;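 total cells summed across four imaged fields per well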
Hep lipid drop cells 6.5 µM: second read-out of Hep lipid drop, no call of its own (marks repeat the call); cell count; measured here: cell count, cytotoxicity flag;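 cells counted across two imaged fields per well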
bCat nuc transl cell count 5 µM: further read-out of bCat nuc transl, marked with its call; cell count; measured here: cell count, cytotoxicity flag
T cell modulator vesicle-bound %: further read-out of T cell modulator, marked with its call; double positive events, %; measured here: CD8+ vesicle-bound cell fraction;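 binding gate set so that unloaded-vesicle control wells show 10% double positive cells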
MT stabilizer Hoechst-high %: second read-out of MT stabilizer, no call of its own (marks repeat the call); % Hoechst-high responders; measured here: nuclear condensation Hoechst responders;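 share of cells brighter than vehicle mean plus two SD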
MT stabilizer cytotoxicity %: further read-out of MT stabilizer, marked with its call; toxicity, %; measured here: cytotoxicity by cell density;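 0% = mean cell density of plate MIN control wells and 100% = no cells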
Myeloid diff 2 GFP+ MAC1+ %: further read-out of Myeloid diff 2, marked with its call; GFP+ MAC1+ double positive, %; measured here: differentiation confirmed by MAC1 staining
* hit, by the source's call; i = inactive; ? = inconclusive; / = no result given; + = active, no number.

SMILES	human PMI inhibition	Hep lipid drop	Hep lipid drop cells 6.5 µM	Myeloid diff 2	Myeloid diff 2 GFP+ MAC1+ %	Ins promoter up	Ins promoter up cell count	T cell modulator	T cell modulator vesicle-bound %	Dynein transport	Dynein transport cytoplasmic EGFP	Dynein transport nuclear GR-EGFP	Dynein transport cell count	bCat nuc transl	bCat nuc transl cell count 5 µM	TNAP activators	MT stabilizer	MT stabilizer Hoechst-high %	MT stabilizer cytotoxicity %
N#Cc1cc(-c2ccccc2)oc1NC(=O)c1ccco1	4.5%	-10.8	743	i	0.6	0.24	1182	i	34.0	0.662	-0.237	0.511	-0.137	-2.3	1161	1.1	3.1	2.0	4.6
CC(=O)N=C1SC2CS(=O)(=O)CC2N1c1ccc(-c2nc3ccc(C)cc3s2)cc1 (stereo not drawn)	8.8%	-12.6	640	/	/	-0.05	1382	i	53.1	0.117	-0.131	0.554	0.26	-0.3	1110	1	4.3	3.8	5.4
O=C(CN1CCOCC1)Nc1ccc2c(c1)OC(F)(F)O2	7.2%	15.8	708	i	0.8	-0.34	1336	i	40.1	0.0256	-0.326	0.243	0.921	0.9	1116	1	7.4	2.4	6.1
O=C(c1ccco1)N1CCN(C(c2ccccc2Cl)c2nnnn2Cc2ccco2)CC1 (stereo not drawn)	-7.0%	/	/	i	0.2	0.2	1276	i	41.0	0.189	-0.173	0.25	-0.608	-1.8	1027	1.1	2.7	2.2	8.0
COc1ccc(C(C)=O)cc1COC(=O)C(CO)NS(=O)(=O)c1ccc(Br)cc1 (stereo not drawn)	0.6%	-6.8	723	i	0.3	0.12	1226	i	34.6	0.909	-0.0534	0.137	-0.607	-0.8	1096	1.1	4.1	1.9	7.7
O=c1cc(-c2cccc(F)c2)[nH]c2ccccc12	-20.7%	?	/	?	/	0.02	733	i	33.5	-0.48	-0.206	0.151	0.0299	/	/	1.1	8.9	26.7	47.8
Nc1ccccc1SCc1ccccc1	-16.4%	-32.7	666	i	0.7	-0.66	942	i	35.3	-0.687	-0.293	-0.559	1.2	-1.2	1052	1	2.0	1.3	7.3
CCOc1ccc(-n2cnnn2)cc1S(=O)(=O)N1CCCCC1	0.5%	-21.1	456	i	6.7	0.53	1508	i	31.4	0.145	-0.208	0.308	0.426	1.3	1003	1.1	6.0	2.2	3.4
O=C1c2ccc(Oc3ccc4c(c3)C(=O)N(CCCCO)C4=O)cc2C(=O)N1CCCCO	7.3%	/	/	i	0.7	0.22	1008	i	34.4	-0.442	1.65	-0.0126	-0.182	-1.3	1190	1.1	2.7	1.8	15.6
COc1cc2c(C(=O)N3CCN(C)CC3)c(CSc3ccccc3)n(C)c2cc1Br	5.3%	-0.4	665	i	0.6	-0.8	1291	i	26.2	-1.14	-0.326	-0.555	0.782	-0.6	1069	1.1	2.9	2.8	10.3
Cc1ccc(NC(=O)CCNC(=O)c2ccccc2Cl)cc1S(=O)(=O)N(C)C	-7.7%	2.5	599	i	0.2	-0.01	1337	i	46.0	0.99	-0.189	0.67	-1.16	-0.6	527	1.1	4.8	3.6	7.4
Cc1cccc(OCCn2cc(/C=N/NC(=O)c3ccncc3)c3ccccc32)c1	6.0%	8.5	624	i	0.2	-0.08	1258	i	5.2	-0.508	-0.0542	-0.345	0.575	-0.7	462	1	4.7	3.6	10.7
CCOc1cccc(CNCCNC(=O)c2nonc2N)c1	9.6%	/	/	i	6.3	-0.25	1469	i	43.5	-1.09	-0.226	-1.06	0.952	4.7	1377	1.1	2.3	1.1	5.8
NSc1nc(N)c2nc(-c3ccccc3)c(-c3ccccc3)nc2n1	-19.9%	-10.2	683	i	0.0	-0.69	1549	i	44.0	-0.356	-0.248	0.126	0.167	3.3	856	1.1	4.4	2.5	6.4
Cc1ccc(NC(=O)/C(=C/c2cccc([N+](=O)[O-])c2)NC(=O)C2CCCCC2)cc1	14.0%	-16.3	771	i	5.5	-1.02	848	i	6.3	0.518	-0.125	0.932	-0.204	4.4	1040	1	2.6	1.2	5.5
CN1CCN(C(=O)C2CC(c3c(F)cccc3Cl)=NO2)CC1 (stereo not drawn)	7.3%	1.1	696	i	2.4	0.09	1190	i	33.7	-0.572	-0.267	-0.0299	0.29	-0.5	1056	1.1	1.1	1.8	5.4
Cc1ccn2cc(CNC(=O)c3cccs3)nc2c1	3.2%	15.0	695	i	3.4	-1.07	1989	i	41.4	1.25	-0.252	0.697	0.0951	-1.2	1169	1	8.1	2.7	8.7
O=C(CSc1nncc2ccccc12)N1CCOCC1	13.2%	/	/	i	3.4	/	/	i	35.2	-0.661	-0.188	-0.163	0.568	0.0	1180	1.1	2.0	2.2	4.0
CC(C)[C@H](NS(=O)(=O)c1ccccc1)C(=O)OCn1nnc2ccccc2c1=O	-1.5%	4.8	791	i	0.6	/	/	i	7.0	-0.788	-0.136	-0.385	0.782	-4.3	1239	1.2	1.7	1.7	9.6
Cc1nc(N2CCN(C(=O)c3ccco3)CC2)c2oc3ccccc3c2n1	0.0%	/	/	i	0.8	-0.95	1005	i	51.1	/	/	/	/	-0.7	917	1.1	/	/	/
S=C1NCN(Cc2ccccc2)CN1	/	-3.8	696	i	0.7	/	/	i	51.9	-0.2	-0.201	-0.267	0.614	-0.4	986	/	/	/	/
c1cc(-c2nc3cc(Cc4ccc5oc(-c6ccncc6)nc5c4)ccc3o2)ccn1	0.3%	16.8	754	/	/	-0.11	1195	/	/	/	/	/	/	4.2	1189	1.1	/	/	/
Cc1cc(C)cc(NC(=O)CSc2nnc(Cc3cccn3C)n2-c2ccc(F)cc2)c1	13.9%	-7.9	615	i	1.7	/	/	i	68.6	-1.46	-0.157	-0.671	0.484	-0.5	1131	1.1	2.9	2.3	11.8
Cc1nn(C)c(C)c1CN(C)C(=O)CCCC(=O)O	1.9%	-4.1	743	i	1.7	/	/	i	49.1	-0.214	-0.161	-0.394	0.273	-2.1	1164	1.1	3.6	1.9	5.3
O=C1NC(=S)S/C1=C/c1ccc(N2CCOCC2)o1	-25.3%	6.2	623	+	4.1*	1.42	1099	i	55.0	0.796	0.383	0.623	0.251	-0.3	992	1.8	11.8	2.0	10.4
CCOc1ccc(-c2noc(-c3cccnc3)n2)cc1OCC	/	6.0	797	i	0.7	-0.17	1070	i	16.3	0.327	-0.257	0.109	-0.257	0.2	1384	/	/	/	/
O=C1CN(C(=O)COC(=O)c2cnc(Cl)c(Cl)c2)c2ccccc2N1	-10.4%	-4.6	652	i	0.3	0.22	1344	i	44.8	-0.804	-0.176	-0.299	0.919	-2.8	1025	1	2.5	1.8	7.2
CSc1cc(C)nc(NC(C)=O)n1	2.7%	/	/	i	8.1	/	/	i	60.1	0.2	-0.023	0.489	-0.436	/	/	1.1	4.0	2.5	12.5
Cc1ccc(CO/N=C/C2=C(Cl)c3ccccc3CC2)cc1	2.7%	11.0	734	i	0.6	-0.05	1229	i	50.8	-1.52	4.24	-0.0107	0.74	-4.0	1267	1	2.2	1.7	10.5

Given comma-delimited: 5 of the compounds above.
SMILES,human PMI inhibition,Hep lipid drop,Hep lipid drop cells 6.5 µM,Myeloid diff 2,Myeloid diff 2 GFP+ MAC1+ %,Ins promoter up,Ins promoter up cell count,T cell modulator,T cell modulator vesicle-bound %,Dynein transport,Dynein transport cytoplasmic EGFP,Dynein transport nuclear GR-EGFP,Dynein transport cell count,bCat nuc transl,bCat nuc transl cell count 5 µM,TNAP activators,MT stabilizer,MT stabilizer Hoechst-high %,MT stabilizer cytotoxicity %
O=C1NC(=S)S/C1=C/c1ccc(N2CCOCC2)o1,-25.3%,6.2,623,+,4.1*,1.42,1099,i,55.0,0.796,0.383,0.623,0.251,-0.3,992,1.8,11.8,2.0,10.4
O=C(CSc1nncc2ccccc12)N1CCOCC1,13.2%,/,/,i,3.4,/,/,i,35.2,-0.661,-0.188,-0.163,0.568,0.0,1180,1.1,2.0,2.2,4.0
CCOc1ccc(-c2noc(-c3cccnc3)n2)cc1OCC,/,6.0,797,i,0.7,-0.17,1070,i,16.3,0.327,-0.257,0.109,-0.257,0.2,1384,/,/,/,/
CC(C)[C@H](NS(=O)(=O)c1ccccc1)C(=O)OCn1nnc2ccccc2c1=O,-1.5%,4.8,791,i,0.6,/,/,i,7.0,-0.788,-0.136,-0.385,0.782,-4.3,1239,1.2,1.7,1.7,9.6
CN1CCN(C(=O)C2CC(c3c(F)cccc3Cl)=NO2)CC1 (stereo not drawn),7.3%,1.1,696,i,2.4,0.09,1190,i,33.7,-0.572,-0.267,-0.0299,0.29,-0.5,1056,1.1,1.1,1.8,5.4

Compounds were not picked by outcome; about 3% have a hit in one of these screens.
